GPR151 activ: human GPR151 activation; Q8TDV0; PathHunter beta-arrestin GPR151 cells, luminescence; activation, % at 11.2 µM; 650,000 compounds, 1% hits; AID 1508602; in the data active = activation above about 4.9%;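 also: 0% = median of compound wells and 100% = cells with positive control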
TEAD-YAP block: TEAD-YAP interaction inhibition; 640,000 compounds, 1.4% hits; inhibition, % at 9.12 µM; HEK-TIYL cells, TEAD-Gal4/YAP UAS-luciferase luminescence; in the data active = inhibition above about 32%;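 also: 0% = median of test compound wells and 100% = reference inhibitor wells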
MITF inh: human MITF inhibition, primary screen. AlphaScreen MITF homodimerization, bead proximity signal. inhibition, % at 2.6 µM. 650,000 compounds, 0.91% hits. AID 1259374; in the data active = inhibition above about 50%;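 also: 0% = vehicle wells with protein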
FBW7 act: activators of human E3 ligase FBW7. normalized activity (activation), % at 26.1 µM. 650,000 compounds, 0.13% hits. Q969H0. AlphaScreen FBW7–phospho-cyclin E peptide binding, activator screen; in the data active = normalized activity above about 1.9%;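 also: purified mutant Fbw7 with reduced substrate affinity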
Target sequence (Q969H0 whole entry, looked up): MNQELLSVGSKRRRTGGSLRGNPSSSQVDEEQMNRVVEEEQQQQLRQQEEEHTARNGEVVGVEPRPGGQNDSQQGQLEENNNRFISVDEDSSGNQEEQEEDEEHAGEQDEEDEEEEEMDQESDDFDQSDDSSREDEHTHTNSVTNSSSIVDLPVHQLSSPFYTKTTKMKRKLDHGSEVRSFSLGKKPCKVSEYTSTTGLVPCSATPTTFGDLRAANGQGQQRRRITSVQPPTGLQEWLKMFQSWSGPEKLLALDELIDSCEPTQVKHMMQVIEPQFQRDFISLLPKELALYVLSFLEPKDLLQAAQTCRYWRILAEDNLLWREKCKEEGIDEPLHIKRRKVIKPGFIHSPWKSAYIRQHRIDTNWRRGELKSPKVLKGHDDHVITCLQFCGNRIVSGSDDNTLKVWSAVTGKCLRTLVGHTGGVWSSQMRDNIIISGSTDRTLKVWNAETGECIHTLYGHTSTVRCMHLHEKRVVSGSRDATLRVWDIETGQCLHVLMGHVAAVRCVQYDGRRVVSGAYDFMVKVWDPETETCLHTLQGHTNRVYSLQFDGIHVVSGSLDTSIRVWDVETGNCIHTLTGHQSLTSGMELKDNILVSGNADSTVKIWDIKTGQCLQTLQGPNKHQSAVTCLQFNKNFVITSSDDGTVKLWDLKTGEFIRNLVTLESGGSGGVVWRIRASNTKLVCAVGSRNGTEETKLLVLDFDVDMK
Active calls of the source: *.

Fields – GPR151 activ	TEAD-YAP block	MITF inh	FBW7 act
1) O=C(NC(=S)Nc1ccc(S(=O)(=O)Nc2ccccc2)cc1)C1CC1
 : 0.4	9	18	-0.1
2) NC(=O)c1cncc(-c2cccc3c2OC(CNC(=O)C2CC=CCC2)C3)c1 (stereo not given)
 : 0.7	0	-9	0.1
3) O=C(COc1ccc2c3c(c(=O)oc2c1)CCC3)OC1CCCCC1
 : 1.0	-5	4	0.3
4) OC1(c2ccccn2)COc2cc(Br)ccc2O1 (stereo not given)
 : 2.1	-8	-3	-0.1
5) Cc1csc(=NC2CCCCC2)n1/N=C/c1ccc(O)c(O)c1O
 : 0.5	-6	12	-0.4
6) O=C(COC(=O)C1=COCCO1)Nc1sc2c(c1C(=O)c1ccccc1)CCCC2
 : -0.4	4	-3	0.0
7) O=C(c1cc2ccccc2c(=O)o1)N1CCCCCC1
 : 1.0	-3	-4	0.0
8) CC(=O)N(c1ccc(C)cc1)C1SC(=O)N(c2ccc(C)cc2)C1=O (stereo not given)
 : 1.5	6	1	0.1
9) CN(C)CCn1c(C#N)cc2ccccc21
 : -0.2	3	12	0.1
10) COc1ccc(S(=O)(=O)NCCCCCC(=O)N2CCCCC2)cc1
 : -0.7	0	-1	0.1
11) Cn1c(C(=O)Nc2ccc(OC(F)(F)F)cc2)cc2c(=O)n3ccccc3nc21
 : -1.3	-12	4	1.2
12) CCOc1ccc(-c2csc(-c3cc4cc(OC)ccc4oc3=O)n2)cc1
 : 3.5	4	6	0.1
13) Clc1ccc2nc(-c3ccco3)cc(-c3ccccc3)c2c1
 : -0.5	1	17	0.3
14) Nc1cccc(N2C(=O)c3cc(S(=O)O)cc4c(N)c(S(=O)O)cc(c34)C2=O)c1
 : 0.6	4	58*	-0.2
15) CC1=C(C(=O)OC2CCCC2)C(c2ccccc2F)C2=C(CC(c3cccs3)CC2=O)N1 (stereo not given)
 : -1.3	10	-31	0.0
16) COc1ccc(CCNC(=O)CSc2nnc3cc(C)c4ccccc4n23)cc1OC
 : 0.6	-18	-16	-0.1
17) CC(C)(C)C(=O)NCC1Cc2cccc(-c3ccc(S(C)(=O)=O)cc3)c2O1 (stereo not given)
 : 0.3	-7	18	0.2
18) CCCCOc1c(I)cc(CNCCN(C)C)cc1OCC
 : -0.9	-4	-11	0.1
19) CC(=O)Nc1ccc(NC(=O)c2sc3nc4c(cc3c2N)CCCC4)cc1
 : 0.9	-20	-13	-0.2
20) COC(CNc1cc(-c2cncc(-c3cccs3)c2)nc(C)n1)OC
 : -1.9	-5	0	-0.1
21) COc1cccc(N/C=C(\C#N)c2nc(-c3ccc4c(c3)OCO4)cs2)c1
 : 0.7	-3	-9	-0.1
22) Cc1ccc(C)c(OCc2cc(C(=O)N3CCC(C(N)=O)CC3)no2)c1
 : 1.9	-14	-15	0.0
23) CCc1ccccc1NC(=O)CSc1ncc(S(=O)(=O)c2ccccc2)c(N)n1
 : 0.5	0	-1	-0.1
24) Cc1ccccc1C(=O)Nc1sc2c(c1C(=O)N(C)C)CCCCC2
 : 0.4	5	-7	0.0
25) O=C(c1ccccc1)N1N=C(C(F)(F)F)CC1(O)c1ccc(F)cc1 (stereo not given)
 : 1.1	-27	-4	0.1
26) O=C(NCCN1CCN(Cc2ccc(Br)cc2)CC1)C(=O)NCc1ccccc1
 : 1.3	5	-1	0.2
27) CCOC(=O)c1c(NC(=O)c2nn3c(c2Br)NC(c2ccccc2)CC3C(F)(F)F)sc2c1CCC(C)C2 (stereo not given)
 : 2.6	7	-12	-0.2
28) CCC(C)NC(=O)c1ccc(-n2nnc3ccccc3c2=O)cc1 (stereo not given)
 : 0.5	-12	-2	0.1
29) COc1ccc(/C=C(/NC(=O)c2cc(OC)c(OC)c(OC)c2)C(=O)NCC(=O)O)c(OC)c1
 : 0.6	-4	6	0.5
30) COc1cccc(NC(=O)c2ccccc2)c1
 : -1.0	0	-1	-0.1
31) CN1CCN(C(=O)c2ccc(-c3nc(NCc4cccc(C(F)(F)F)c4)c4ncn(CCN5CCCC5=O)c4n3)cc2)CC1
 : 0.0	10	3	0.2
32) CC(=O)c1ccc(NC(=O)C2CCCN2C(=O)Nc2cccc(C(C)=O)c2)cc1 (stereo not given)
 : 0.6	3	15	-0.1
33) COc1ccc(-c2nnc(NC(=O)c3cccc(C(F)(F)F)c3)o2)cc1
 : 0.1	-2	2	-0.1
34) O=C(O)COc1ccc(Br)cc1C=C1C(=O)NC(=O)NC1=O
 : 3.2	4	30	0.0
35) NC(=O)Nn1c(CCC(=O)O)ccc1-c1ccc(Br)cc1
 : -1.6	2	6	0.1
36) COc1ccc(-c2cnn3ccc(NCc4cccnc4)nc23)cn1
 : 1.8	-18	3	0.2
37) COc1ccccc1/C=C/C(=O)N1CCN(c2ccccc2)CC1
 : -1.9	3	20	0.1
38) O=C(NC1CCCCCC1)C1CCN(S(=O)(=O)c2cccc3cccnc23)CC1
 : 1.0	-1	-8	0.0
39) CCCCCOc1ccc(NS(=O)(=O)c2ccc(N3CCCC3=O)cc2)cc1
 : 2.6	13	5	0.0
40) C=CCNC(=O)c1sc(=S)n(CCc2ccccc2)c1N
 : 5.2*	-34	9	-0.2

Compound profiles (already shown). Order of screens: GPR151 activ | TEAD-YAP block | MITF inh | FBW7 act
NC(=O)c1cncc(-c2cccc3c2OC(CNC(=O)C2CC=CCC2)C3)c1 (stereo not given) as listed: 0.7 | 0 | -9 | 0.1
O=C(c1cc2ccccc2c(=O)o1)N1CCCCCC1 as listed: 1.0 | -3 | -4 | 0.0
CCCCCOc1ccc(NS(=O)(=O)c2ccc(N3CCCC3=O)cc2)cc1 as listed: 2.6 | 13 | 5 | 0.0
CCOC(=O)c1c(NC(=O)c2nn3c(c2Br)NC(c2ccccc2)CC3C(F)(F)F)sc2c1CCC(C)C2 (stereo not given) as listed: 2.6 | 7 | -12 | -0.2

(cont.)
Labels used below: A = GPR151 activ; B = TEAD-YAP block; C = MITF inh; D = FBW7 act
[41] CN(C)c1ccc(C2CC(=O)Nc3ccc4ccccc4c32)cc1 (stereo not given)
  A = -0.6 | B = 13 | C = 3 | D = -0.2

[42] O=C(O)c1cc(N2C(=O)/C(=C\c3ccco3)SC2=S)ccc1O
  A = 1.0 | B = -3 | C = 81* | D = -0.2

[43] COc1ccccc1OCC(=O)Nc1ccc(-c2nnc3n2CCCCC3)cc1
  A = -1.6 | B = 6 | C = -6 | D = 0.1

[44] CCc1ccc(-c2cc3c(=O)n(CC(=O)NCc4ccc(F)cc4)nc(C)n3n2)cc1
  A = -0.5 | B = -10 | C = -3 | D = -0.2

[45] COCCNC(=O)C(OC(=O)c1cc2occc2n1C)c1ccccc1F (stereo not given)
  A = -0.6 | B = 3 | C = 6 | D = 0.3

[46] COc1ccc(NC(=O)c2cc3cc(Br)cc(Br)c3oc2=O)c(OC)c1
  A = -0.3 | B = 0 | C = -1 | D = -0.3

[47] O=C1CSC(SCC(=O)Nc2ccccc2Cl)=N1
  A = -0.4 | B = 11 | C = -1 | D = 0.5

[48] COCCCNC(=O)c1cn(-c2ccc(Cl)cc2)c(=O)c2ccccc12
  A = -1.0 | B = 3 | C = 1 | D = 0.3

[49] CNC(=O)C(=O)c1c(C)n(C)c2ccccc12
  A = -0.2 | B = 6 | C = -1 | D = 0.0

[50] N=c1sccn1CC(=O)c1ccc(SC(F)F)cc1
  A = -0.7 | B = -41 | C = 5 | D = 0.5

The final three records of the section above come first, to join the parts.
Labels used below: A = GPR151 activ; B = TEAD-YAP block; C = MITF inh; D = FBW7 act
[48] COCCCNC(=O)c1cn(-c2ccc(Cl)cc2)c(=O)c2ccccc12
  A = -1.0 | B = 3 | C = 1 | D = 0.3

[49] CNC(=O)C(=O)c1c(C)n(C)c2ccccc12
  A = -0.2 | B = 6 | C = -1 | D = 0.0

[50] N=c1sccn1CC(=O)c1ccc(SC(F)F)cc1
  A = -0.7 | B = -41 | C = 5 | D = 0.5

[51] CCN1CCN(c2ncc(C(=O)N3CCN(c4ccccc4)CC3)c3ccccc23)CC1
  A = -0.5 | B = 2 | C = 6 | D = -0.4

[52] CC1CCN(c2c(NCC3CCC(C(=O)N(C)C4CCCCC4)CC3)c(=O)c2=O)CC1 (stereo not given)
  A = -0.6 | B = 3 | C = 1 | D = 0.0

[53] O=[N+]([O-])c1cc(/C=N/N2CCCCC2)ccc1Cl
  A = -1.6 | B = -8 | C = -8 | D = -0.2

[54] O=C1CN(c2nc3nonc3nc2N2CCCC2)CCN1Cc1cccc(F)c1
  A = -1.0 | B = 11 | C = 9 | D = 0.3

[55] COC(=O)CNC(=O)CN1C(=O)c2ccccc2S1(=O)=O
  A = 1.5 | B = 2 | C = 1 | D = 0.0

[56] COc1nc(Nc2ccc(N3CCOCC3)cc2)nc(-c2c(C)noc2C)n1
  A = 2.7 | B = 0 | C = -54 | D = 0.3

[57] COc1ccc(S(=O)(=O)c2cn(C)c3cc(N4CCCC4)c(F)cc3c2=O)cc1
  A = -2.9 | B = 9 | C = 17 | D = 0.6

[58] O=C(c1ccc(NS(=O)(=O)c2cccs2)cc1)N1CCc2ccccc2C1
  A = -0.6 | B = 5 | C = -15 | D = -0.1

[59] CCOC(=O)c1[nH]c2ccc(OC)cc2c1NC(=O)CN1CCOCC1
  A = 0.6 | B = -2 | C = 6 | D = 0.1

[60] C=CCNC(=O)COc1cccc2ccccc12
  A = 0.2 | B = 3 | C = -11 | D = 0.0

[61] CC(C)(C)C(=O)OCC(=O)Nc1ccccc1
  A = -1.5 | B = 11 | C = 12 | D = -0.1

[62] O=C(O)c1nccnc1C(=O)Nc1ccc(Cl)cn1
  A = 1.7 | B = 5 | C = 5 | D = 0.1

[63] CSc1nc2ccc(S(=O)(=O)N3CCCCC3)cc2s1
  A = 0.9 | B = 6 | C = -11 | D = 0.1

[64] O=C(/C=C/c1ccc(Cl)cc1)NCC1CCC2(CCN(Cc3ccccn3)CC2)O1 (stereo not given)
  A = -1.0 | B = -4 | C = -13 | D = -0.1

[65] OC(CNC1CCCc2ccccc21)COCc1ccccc1F (stereo not given)
  A = -0.9 | B = -7 | C = 24 | D = -0.2

[66] COc1ccc(C(=O)CSc2nc(=O)cc(N)n2-c2ccc(C)cc2)cc1OC
  A = 2.2 | B = 16 | C = 17 | D = 0.1

[67] CCC1(CC)Cc2ccccc2-c2nc(-c3ccccc3)n(CCCO)c(=O)c21
  A = -0.1 | B = 11 | C = 9 | D = 0.1

[68] O=c1oc(-c2ccccc2F)nc2scc(-c3ccc(Cl)cc3)c12
  A = 0.4 | B = -8 | C = -1 | D = 0.4

[69] O=C1c2ccccc2C(=O)N1c1c[nH]c(=O)[nH]c1=O
  A = -0.8 | B = -5 | C = -2 | D = -0.1

[70] Cc1ccc(-c2csc(=Nc3cccnc3)n2CCCN2CCCC2=O)cc1C
  A = -3.2 | B = -17 | C = -4 | D = -0.1

Single entries from above:
In TEAD-YAP block, CC(C)(C)C(=O)OCC(=O)Nc1ccccc1 is listed with 11
In MITF inh, CCC1(CC)Cc2ccccc2-c2nc(-c3ccccc3)n(CCCO)c(=O)c21 is listed with 9

Further compounds.
Labels used below: A = GPR151 activ; B = TEAD-YAP block; C = MITF inh; D = FBW7 act
[71] COc1ccc(-c2cc(C(F)(F)F)n3nc(N)nc3n2)cc1
  A = 0.3 | B = -32 | C = -5 | D = 0.0

[72] O=C(N/N=C\c1ccc(Br)cc1)c1cnccn1
  A = 1.7 | B = -45 | C = 3 | D = -0.1

[73] CCCCn1c(=NC(=O)c2ccncc2)c(C(=O)OCC)cc2c(=O)n3ccccc3nc21
  A = 0.4 | B = 12 | C = 17 | D = 0.0

[74] CC(C)N(c1ccccc1)c1ncnc(NC(CCS(C)(=O)=O)C(=O)O)c1[N+](=O)[O-] (stereo not given)
  A = -0.3 | B = 3 | C = 0 | D = 0.0

[75] CCc1cccc(NC(=O)NCc2noc3ccccc23)c1
  A = 1.7 | B = 7 | C = -9 | D = 0.0

[76] CCc1cccc(C)c1NC(=O)CSc1nnc(C2CC2)n1C
  A = 0.4 | B = -6 | C = -4 | D = -0.2

[77] CCN1CCN(c2nc3cc4c(cc3cc2CNCc2ccsc2)OCO4)CC1
  A = -1.4 | B = 4 | C = 12 | D = 0.5

[78] CSc1ccc2nc(NC(=O)c3ccc(Cl)cc3)sc2c1
  A = -1.1 | B = -2 | C = 14 | D = 0.2

[79] CCCC(=O)Nc1ccccc1NC(=O)C(CC)c1ccccc1 (stereo not given)
  A = 1.3 | B = 0 | C = -2 | D = 0.0

[80] O=C(NCCO)C(=O)Nc1ccccc1Cl
  A = -0.6 | B = -11 | C = 14 | D = 0.1

Among those listed so far, two have a tert-butyl group.
Labels used below: A = GPR151 activ; B = TEAD-YAP block; C = MITF inh; D = FBW7 act
[17] CC(C)(C)C(=O)NCC1Cc2cccc(-c3ccc(S(C)(=O)=O)cc3)c2O1 (stereo not given)
  A = 0.3 | B = -7 | C = 18 | D = 0.2

[61] CC(C)(C)C(=O)OCC(=O)Nc1ccccc1
  A = -1.5 | B = 11 | C = 12 | D = -0.1

High-throughput results as filed in PubChem BioAssay.
